Compound activity (PubChem)
FadD28 FP inh: inhibitors of FadD28 bisubstrate probe binding, primary screen, biochemical, fluorescence polarization, single point; 360,000 compounds, 0.22% hits; inhibition, % at 12.5 µM; in the data active = inhibition above about 8.5%, passing the limit was not always enough; inconclusive = no clear call, values can overlap the other calls
GDH-TPI counter: GDH-TPI coupling enzyme inhibitors, primary screen, artefact control for M. tuberculosis FBA inhibitor project, biochemical, absorbance, full deck | GDH-TPI coupled enzyme counterscreen, NADH absorbance | inhibition, % at 4.8 µM | AID 588335, 2011 | 360,000 compounds, 1.2% hits; in the data active = inhibition above about 30%;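 also: 0% = DMSO wells and 100% = wells lacking the enzyme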
BioA inh: M. tuberculosis BioA enzyme inhibitors, primary screen, biochemical, plate reader, single point, HTS | 7,8-diaminopelargonic acid synthase BioA (Mycobacterium tuberculosis) | purified M. tuberculosis BioA enzyme | inhibition, % at 9.99 µM | 360,000 compounds, 0.096% hits | AID 602481, 2012; in the data active = inhibition above about 40%; inconclusive = no clear call, values can overlap the other calls
FBA Mtb inh: Mtb FBA enzyme inhibitors, primary screen, biochemical, fluorescence, strain H37Rv. Fructose-bisphosphate aldolase (Mycobacterium tuberculosis (strain ATCC 25618 / H37Rv)), …. purified M. tuberculosis FBA, fluorescence read-out. inhibition, % at 1 µM. 360,000 compounds, 2.3% hits; in the data active = inhibition above about 27%;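 also: 0% = vehicle and 100% = reference inhibitor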
Target sequence (P9WQA3 whole entry, looked up): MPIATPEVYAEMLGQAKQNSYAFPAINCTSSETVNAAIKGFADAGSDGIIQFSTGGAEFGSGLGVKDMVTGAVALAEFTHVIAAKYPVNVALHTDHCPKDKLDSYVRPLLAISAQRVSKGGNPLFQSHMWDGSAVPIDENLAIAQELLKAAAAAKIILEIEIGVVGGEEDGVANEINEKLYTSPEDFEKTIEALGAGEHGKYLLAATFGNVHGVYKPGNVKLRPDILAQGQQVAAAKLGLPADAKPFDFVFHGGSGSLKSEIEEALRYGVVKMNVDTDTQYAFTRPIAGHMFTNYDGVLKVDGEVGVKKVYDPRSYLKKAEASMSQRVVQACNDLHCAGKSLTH
PfHsp40 yeast: rescue of yeast from PfHsp40 toxicity, primary screen, S. cerevisiae, ATP luminescence; 340,000 compounds, 0.68% hits; growth rescue, % at 12.5 µM; S. cerevisiae expressing PfHsp40, growth rescue; in the data active = growth rescue above about 28%, passing the limit was not always enough; inconclusive = no clear call, values can overlap the other calls;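 also: yeast W303a lacking pdr1 and pdr3 grown in galactose medium; growth measured after three days at 30 °C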
BoNT-A LC inh2: BoNT/A light chain protease inhibitors, primary screen, biochemical, flow cytometry, MLPCN library; AID 588499, 2011; inhibition, % at 10 µM; 360,000 compounds, 0.17% hits; multiplex microsphere protease substrate cleavage; also: plate controls were buffer without enzyme for full effect and enzyme alone for no effect
BoNT-F LC inh: BoNT/F light chain protease inhibitors, primary screen, biochemical, flow cytometry, MLPCN library. AID 588497, 2011. Botulinum neurotoxin type F light chain protease (Clostridium botulinum). 360,000 compounds, 0.22% hits. inhibition, % at 10 µM. Multiplex microsphere protease cleavage assay; in the data active = inhibition above about 35%, passing the limit was not always enough; inconclusive = no clear call, values can overlap the other calls; also: plate controls were buffer without enzyme for full effect and enzyme alone for no effect
UGM FP inh: M. tuberculosis UGM enzyme inhibitors, primary screen, biochemical, fluorescence polarization, single point. purified UGM, fluorescence polarization probe displacement. 320,000 compounds, 0.06% hits. AID 504406, 2011. UDP-galactopyranose mutase (Mycobacterium tuberculosis (strain ATCC 25618 / H37Rv)), …. inhibition, % at 10 µM; in the data active = inhibition above about 10%, passing the limit was not always enough; inconclusive = no clear call, values can overlap the other calls
Target sequence (P9WIQ1 whole entry, looked up): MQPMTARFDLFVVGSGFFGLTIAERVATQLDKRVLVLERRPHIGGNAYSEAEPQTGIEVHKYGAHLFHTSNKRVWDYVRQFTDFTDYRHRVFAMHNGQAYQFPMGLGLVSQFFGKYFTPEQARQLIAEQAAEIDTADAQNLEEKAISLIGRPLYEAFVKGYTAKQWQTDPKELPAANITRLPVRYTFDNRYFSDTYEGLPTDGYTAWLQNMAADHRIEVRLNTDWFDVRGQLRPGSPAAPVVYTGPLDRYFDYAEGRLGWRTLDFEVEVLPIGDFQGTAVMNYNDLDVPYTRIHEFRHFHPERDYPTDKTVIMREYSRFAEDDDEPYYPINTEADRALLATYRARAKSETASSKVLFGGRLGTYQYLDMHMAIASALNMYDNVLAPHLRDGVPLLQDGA
Anthrax LF prot: Bacillus anthracis LF protease inhibitors, primary screen, biochemical, multiplex microsphere, MLPCN library; Lethal factor (Bacillus anthracis), P15917; multiplex microsphere protease cleavage assay; inhibition, % at 10 µM; 360,000 compounds, 0.12% hits; also: plate controls were buffer without enzyme for full effect and enzyme alone for no effect
The depositor's hits bear a star; ? = inconclusive; . = no result given; & = joins results of further samples. Rule as the data show it, unless noted: active = inhibition above about 30%; inconclusive = no clear call, values can overlap the other calls; inactive = below that. Compounds as they come, and some 4.7% of all compounds hit somewhere here.

SMILES	FadD28 FP inh	GDH-TPI counter	BioA inh	FBA Mtb inh	PfHsp40 yeast	BoNT-A LC inh2	BoNT-F LC inh	UGM FP inh	Anthrax LF prot
CN(C)C(=O)C1C2NC(=S)N(c3ccccc3)C1(C)Oc1ccccc12 (stereo unspecified)	-1.1	-1	.	2	7.9	0.0	1	-1.3	2
S=C(Nc1ccc2c(c1)OCCO2)Nc1ccccc1Cl	-1.2	-4	-1.0	6	1.3	1.7	3	0.2	-4
CCOc1ccc(C(=O)Nc2ccc(N3CCN(C)CC3)cc2)cc1[N+](=O)[O-]	-0.3	10	.	-3	-0.8	-1.3	-2	-2.3	-5
COc1cccc(-c2nc(=S)c3c(n2CCCO)CCCC3)c1	-2.8	20	2.3	1	-0.9	-0.6	-9	-0.9	-4
COc1ccc2nc3oc(C(=O)N4CC(C)CC(C)C4)cc3cc2c1 (stereo unspecified)	-4.3	17	0.6	56*	9.2	0.8	3	-3.3	-4
COCCNC(=O)c1ccc(N(C)S(=O)(=O)c2ccc(OC)c(OC)c2)cc1	-1.1	1	1.5	2	-1.1	0.4	9	0.7	-1
CCc1noc(C)c1C(=O)Nc1cc(Cl)ccc1-n1cncn1	-0.2	1	-0.2	2	-1.6	-0.7	-6	-0.8	0
Cc1cc2c(c(=O)n1Cc1ccccn1)C(C(C)C)C(C#N)=C(N)O2 (stereo unspecified)	-2.4	4	.	5	0.3	0.0	-5	-0.5	-1
Cc1ccccc1-c1cnc2c(c1)C(=O)N([C@H](C)CO)C[C@@H](C)[C@H](CN(C)C(=O)c1ccncc1)O2	-0.6	1	-2.4&-2.1&-1.1	-1	.	0.4	-3	.	-2
C=CCOc1ccc2nc(NC(=O)OC)[nH]c2c1	0.2	-8	-1.4	0	0.6	-0.1	-4	2.0	0
O=C1Nc2ccccc2Oc2ccccc21	-3.0	-1	-0.7	-1	.	0.0	0	.	-5
O=C(CCC(=O)N(CC(=O)NC1CCCCC1)Cc1ccc(F)cc1)Nc1nccs1	0.4	6	-4.1	3	0.6	-2.0	-15	1.9	14
CC(=O)Nc1ccc(C(=O)OCC(=O)c2ccc(S(=O)(=O)N3CCCCC3)cc2)cc1	-5.7	1	.	2	-0.4	-1.2	2	-0.1	0
CC1(C)Cc2c(C#N)c(N3CCN(C(=O)c4ccccc4)CC3)nc(Cc3ccccc3)c2CO1	-0.9	4	0.6	2	-0.2	0.3	10	0.5	-1
Cc1nc2cc(NC(=O)CS(=O)(=O)c3ccc(F)cc3)ccc2s1	-3.0	-7	0.0	0	-0.1	0.0	-6	0.5	4
O=C1Cc2ccccc2N1c1c(Cl)cccc1Cl	-6.0	2	-11	0	1.6	0.0	-2	-2.0	-2
Cc1cc2ccccc2c(=O)n1CC(=O)NCC(=O)N(C)Cc1ccccc1	-0.2	10	-0.6	1	0.4	1.1	3	-1.7	-8
Cc1ccc(C(=O)COC(=O)CN2C(=O)C3CC=CCC3C2=O)cc1[N+](=O)[O-] (stereo unspecified)	-2.8	6	0.3	2	-0.8	.	.	0.9	.
COc1ccc2c(c1)[nH]c1c(=O)n(/N=C/C3C(C)C=C(C)CC3C)c(=O)[nH]c12 (stereo unspecified)	-1.6	7	.	6	-0.2	-1.1	-3	-0.8	-3
CCC(=NCC1CCCO1)c1c(O)n(-c2ccccc2)c(=O)[nH]c1=O (stereo unspecified)	0.1	-3	.	4	-1.2	0.1	0	-1.5	-2

Given with values under each structure: 14 of the compounds above.
Every second line gives: FadD28 FP inh | GDH-TPI counter | BioA inh | FBA Mtb inh | PfHsp40 yeast | BoNT-A LC inh2 | BoNT-F LC inh | UGM FP inh | Anthrax LF prot
- CCc1noc(C)c1C(=O)Nc1cc(Cl)ccc1-n1cncn1
 : -0.2 | 1 | -0.2 | 2 | -1.6 | -0.7 | -6 | -0.8 | 0
- Cc1cc2c(c(=O)n1Cc1ccccn1)C(C(C)C)C(C#N)=C(N)O2 (stereo unspecified)
 : -2.4 | 4 | . | 5 | 0.3 | 0.0 | -5 | -0.5 | -1
- Cc1ccccc1-c1cnc2c(c1)C(=O)N([C@H](C)CO)C[C@@H](C)[C@H](CN(C)C(=O)c1ccncc1)O2
 : -0.6 | 1 | -2.4&-2.1&-1.1 | -1 | . | 0.4 | -3 | . | -2
- C=CCOc1ccc2nc(NC(=O)OC)[nH]c2c1
 : 0.2 | -8 | -1.4 | 0 | 0.6 | -0.1 | -4 | 2.0 | 0
- O=C1Nc2ccccc2Oc2ccccc21
 : -3.0 | -1 | -0.7 | -1 | . | 0.0 | 0 | . | -5
- O=C(CCC(=O)N(CC(=O)NC1CCCCC1)Cc1ccc(F)cc1)Nc1nccs1
 : 0.4 | 6 | -4.1 | 3 | 0.6 | -2.0 | -15 | 1.9 | 14
- CC(=O)Nc1ccc(C(=O)OCC(=O)c2ccc(S(=O)(=O)N3CCCCC3)cc2)cc1
 : -5.7 | 1 | . | 2 | -0.4 | -1.2 | 2 | -0.1 | 0
- CC1(C)Cc2c(C#N)c(N3CCN(C(=O)c4ccccc4)CC3)nc(Cc3ccccc3)c2CO1
 : -0.9 | 4 | 0.6 | 2 | -0.2 | 0.3 | 10 | 0.5 | -1
- Cc1nc2cc(NC(=O)CS(=O)(=O)c3ccc(F)cc3)ccc2s1
 : -3.0 | -7 | 0.0 | 0 | -0.1 | 0.0 | -6 | 0.5 | 4
- O=C1Cc2ccccc2N1c1c(Cl)cccc1Cl
 : -6.0 | 2 | -11 | 0 | 1.6 | 0.0 | -2 | -2.0 | -2
- Cc1cc2ccccc2c(=O)n1CC(=O)NCC(=O)N(C)Cc1ccccc1
 : -0.2 | 10 | -0.6 | 1 | 0.4 | 1.1 | 3 | -1.7 | -8
- Cc1ccc(C(=O)COC(=O)CN2C(=O)C3CC=CCC3C2=O)cc1[N+](=O)[O-] (stereo unspecified)
 : -2.8 | 6 | 0.3 | 2 | -0.8 | . | . | 0.9 | .
- COc1ccc2c(c1)[nH]c1c(=O)n(/N=C/C3C(C)C=C(C)CC3C)c(=O)[nH]c12 (stereo unspecified)
 : -1.6 | 7 | . | 6 | -0.2 | -1.1 | -3 | -0.8 | -3
- CCC(=NCC1CCCO1)c1c(O)n(-c2ccccc2)c(=O)[nH]c1=O (stereo unspecified)
 : 0.1 | -3 | . | 4 | -1.2 | 0.1 | 0 | -1.5 | -2

Other structures.
SMILES	FadD28 FP inh	GDH-TPI counter	BioA inh	FBA Mtb inh	PfHsp40 yeast	BoNT-A LC inh2	BoNT-F LC inh	UGM FP inh	Anthrax LF prot
O=C(c1ccccc1)N1CCN(CC#CC2(O)CCCCC2)CC1	-1.6	11	0.0	4	-0.9	0.3	-8	-0.8	-10
CCOc1ccccc1NC(=O)CSc1nnc(CNC(=O)c2cccs2)o1	0.1	1	2.4	-1	0.9	-0.9	-2	1.2	-2
Cn1c(=O)c2cc(S(=O)(=O)NCCC(=O)NC3CCCCCC3)ccc2n(C)c1=O	1.0	4	.	1	-1.6	-2.0	-12	3.7	-8
CCCCNS(=O)(=O)c1cccc(NC(=O)[C@@H]2O[C@H](CO)[C@@H](O)[C@H]2O)c1	-1.1	6	0.7	0	.	-0.7	-4	.	-8
CC(Oc1ccc(Cl)cc1)C(=O)OCC(=O)Nc1ncc(Cl)cc1Cl (stereo unspecified)	-2.3	6	.	-2	0.4	-0.2	-5	0.0	0
Cc1ccc2scc(CN3CCCC3)c2c1	-1.8	-12	2.8	-1	0.0	-1.7	?	0.0	-18
CN(CCOc1ccccc1)C(=O)c1cc(S(=O)(=O)N2CCOCC2)ccc1Cl	-1.4	8	1.4	31*	0.2	3.6	26	-0.8	7
CN(C)/N=C/c1ccc(Sc2ccc([N+](=O)[O-])cc2[N+](=O)[O-])o1	0.0	6	.	-2	-0.4	-1.2	-1	0.5	-4
COC(=O)N/N=C/c1c(C)nn(-c2cccc(Cl)c2)c1Cl	-1.0	-1	-0.4	1	-0.1	-4.6	-2	.	-4
COCCNc1ccc([N+](=O)[O-])cc1C(=O)Nc1cccc(C)n1	-0.5	13	.	-2	0.9	0.8	-4	2.8	-3
CS(=O)(=O)N(CC(=O)N1CCN(c2ccc(F)cc2)CC1)c1ccc(F)c(Cl)c1	-0.1	6	3.7	-1	5.1	?	-4	1.7	-4
O=C(Cc1ccccc1)NCC(=O)OC(c1ccccc1)c1ccccc1	-1.4	6	.	1	0.5	-0.4	-4	0.1	-2
Cc1nn(CCCC(=O)Nc2cccnc2)c(C)c1[N+](=O)[O-]	-1.9	-3	3.7	-2	0.5	0.7	3	0.5	3
O=S(=O)(Nc1ccc(-c2cnco2)cc1)c1ccccc1	-1.5	-6	.	0	0.8	0.6	5	-1.3	-4
Cc1cc(C)c(S(=O)(=O)N2CCCCC2)c(C)c1N(C)S(=O)(=O)c1ccc(Cl)cc1	-4.5	-7	.	-1	0.1	0.0	-2	0.1	-1
CCOc1ccccc1CN1CCNC(=O)C1CC(=O)NCc1ccccn1 (stereo unspecified)	-1.8	8	0.0	3	-0.2	-2.7	-7	0.8	3
CC(=O)c1ccc(NC(=O)NNS(=O)(=O)c2ccc([N+](=O)[O-])cc2)cc1	-0.3	10	-1.5	0	-0.5	.	.	0.1	.
CCc1cc(C(=O)N2CCCC(CCC(=O)N3CCN(c4ccccn4)CC3)C2)no1 (stereo unspecified)	-0.3	7	-2.1	6	1.5	0.0	-2	-0.8	0
Cn1ncc(Cl)c1C(=O)Nc1cccnc1	-1.4	-3	17	-4	-1.3	-0.6	-3	-1.0	-6
Cc1cccc(-n2nc3c(c2NC(=O)CCCl)CSC3)c1	-1.5	-4	-0.6	1	-0.4	-2.1	2	-0.9	-16
Cc1c(NC(=O)CN2CC(C)OC(C)C2)c(=O)n(-c2ccccc2)n1C (stereo unspecified)	-1.2&-2.8	5&-2	-0.8&-1.7	0&6	-2.0&-1.0	0.4&-0.5	3&16	0.0	-8&2
CC(=O)Nc1ccc(NC(=O)COc2cc(C)cc3oc(=O)cc(C)c23)cc1	-1.3	3	-0.4	2	-1.3	-2.4	-6	-0.5	2
CC(=O)Nc1ccc(S(=O)(=O)Nc2ccc(C)c([N+](=O)[O-])c2)cc1	-5.3	-4	0.4	-6	-0.1	0.1	3	1.6	1
Cc1ccccc1C(O)c1ccncc1 (stereo unspecified)	-3.2	-6	.	-2	-0.3	2.6	4	-0.8	-1
O=C(CSc1nnc(Nc2ccccc2)s1)NCCN1C(=O)CSC1=O	-3.0	10	-1.8	1	-1.3	2.5	5	2.9	3
CCOC(=O)N1CCC(NC(=O)c2sc3nc4n(c(=O)c3c2C)CCCC4)CC1	-2.0	7	0.7	-2	2.1	0.5	3	-3.8	0
CCN(CC)c1ccc(C2C(C(=O)OCCOC(C)C)=C(C)NC3=C2C(=O)CCC3)cc1 (stereo unspecified)	-1.5	11	1.5	1	0.2	0.2	-8	-0.8	-7
COc1cc(/C=C(\C(=O)O)c2ccc(S(=O)(=O)N3CCCC3)s2)cc(OC)c1	-6.8	4	1.7	1	-2.0	1.7	-5	.	5
CCOc1ccccc1C(=O)N[C@H](C(=O)OCC(=O)Nc1nnc(-c2ccccc2)o1)C(C)C	-2.2	-2	.	-1	-0.9	0.4	7	.	-4
CCOc1cccc2sc(=NC(=O)c3ccc(S(=O)(=O)N4CCOCC4)cc3)n(C)c12	-3.6	1	-1.6	-4	-0.1	2.7	3	-1.6	0

Just GDH-TPI counter, PfHsp40 yeast and BioA inh, for 2 of the compounds above:
| Structure | GDH-TPI counter | PfHsp40 yeast | BioA inh |
| --- | --- | --- | --- |
| CCN(CC)c1ccc(C2C(C(=O)OCCOC(C)C)=C(C)NC3=C2C(=O)CCC3)cc1 (stereo unspecified) | 11 | 0.2 | 1.5 |
| Cc1ccccc1C(O)c1ccncc1 (stereo unspecified) | -6 | -0.3 | . |
